# Screening data (PubChem BioAssay)
# RAD54 branch: inhibitors of human RAD54 branch migration; Q92698; RAD54 Holliday junction branch migration, FAM/BHQ fluorescence; inhibition, % at 10.4 µM; 360,000 tested, 0.14% active;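 active means mean normalized replicate activity at least 40 and at least half of replicates scoring 40 or more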;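 further: 0% = median of neutral control wells and 100% = median of positive control wells; inhibitors cause a drop in the FAM fluorescence signal; in these data hits start at about 50%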
# RAD52 anneal inh: inhibitors of human RAD52 DNA annealing; P43351; recombinant RAD52 DNA annealing, FRET fluorescence; inhibition, % at 18.7 µM; 360,000 tested, 0.46% active; AID 651710;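 active means every replicate showing at least 50% inhibition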
# Target sequence (P43351 whole entry, looked up): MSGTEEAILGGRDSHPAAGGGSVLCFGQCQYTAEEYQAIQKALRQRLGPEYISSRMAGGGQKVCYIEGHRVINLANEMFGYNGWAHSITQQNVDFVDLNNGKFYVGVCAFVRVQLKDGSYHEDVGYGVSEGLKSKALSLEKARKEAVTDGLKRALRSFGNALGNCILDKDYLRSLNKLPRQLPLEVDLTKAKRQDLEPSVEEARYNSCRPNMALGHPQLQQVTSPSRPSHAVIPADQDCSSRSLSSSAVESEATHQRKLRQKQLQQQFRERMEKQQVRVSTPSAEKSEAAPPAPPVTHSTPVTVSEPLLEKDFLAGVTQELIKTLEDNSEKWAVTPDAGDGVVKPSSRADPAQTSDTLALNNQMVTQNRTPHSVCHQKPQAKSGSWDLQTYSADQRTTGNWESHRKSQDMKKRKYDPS
# E-selectin induc: E-selectin induction on HUVECs; P16581; HUVEC E-selectin immunofluorescence imaging; normalized: neutral wells 0, TNF-alpha wells 100; activation, % at 7.58 µM; 260,000 tested, 0.37% active; AID 686992;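 active means mean E-selectin-positive cell signal at least 10% of the positive control, reached in at least 60% of replicates, without over 20% cell loss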;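 further: in these data hits start at about 27%; measured in HUVEC primary endothelial cells; signal is the percent of cells scored E-selectin positive by PE staining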
# Target sequence (P16581 whole entry, looked up): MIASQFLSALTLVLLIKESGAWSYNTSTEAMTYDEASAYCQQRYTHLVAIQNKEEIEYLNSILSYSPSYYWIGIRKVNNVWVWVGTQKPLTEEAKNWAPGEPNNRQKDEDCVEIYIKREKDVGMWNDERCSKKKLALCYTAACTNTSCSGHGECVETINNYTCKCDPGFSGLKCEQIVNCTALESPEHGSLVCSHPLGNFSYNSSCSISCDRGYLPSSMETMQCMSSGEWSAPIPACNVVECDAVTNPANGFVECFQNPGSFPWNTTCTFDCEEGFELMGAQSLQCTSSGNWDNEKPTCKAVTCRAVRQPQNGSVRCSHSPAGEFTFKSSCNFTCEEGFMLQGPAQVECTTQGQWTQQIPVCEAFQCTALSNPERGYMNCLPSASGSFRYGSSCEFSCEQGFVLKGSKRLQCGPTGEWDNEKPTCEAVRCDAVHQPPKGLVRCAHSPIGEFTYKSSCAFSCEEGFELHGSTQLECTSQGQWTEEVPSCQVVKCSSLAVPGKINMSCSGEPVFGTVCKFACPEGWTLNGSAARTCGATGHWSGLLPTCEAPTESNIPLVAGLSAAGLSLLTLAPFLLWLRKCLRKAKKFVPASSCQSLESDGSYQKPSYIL
#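 Test system: HUVEC | Signal: Immunofluorescence imaging | Read-out: Percent E-selectin-positive cells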
# PglD DTNB: inhibitors of Campylobacter jejuni PglD acetyltransferase; inhibition, % at 12.5 µM; 360,000 tested, 0.098% active; purified PglD enzyme, DTNB colorimetric CoA detection; AID 602405; in the data active means inhibition above about 16%, passing the limit was not always enough; further: strong numbers were not always called active
# Cneo AK release: Cryptococcus neoformans lysis via adenylate kinase release | C. neoformans lysis, adenylate kinase release luminescence, 4 h; normalised: neutral wells 0, clomiphene wells 100 | lysis activity, % at 15 µM | 360,000 tested, 0.2% active | AID 651654;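 active means mean lysis activity across replicates of at least 80%, whatever share of replicates individually reach that level; inactive means mean lysis activity below 80%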
#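 read-out = cell lysis signal | test system = log-phase Cryptococcus neoformans yeast cells | input = cells at 5 × 10^6 per mL | medium = fresh YPD growth medium | signal = luminescent adenylate kinase detection reagent | timing = 4 h at 37 °C static, read 1 h later | dosing = single dose | controls = Clomiphene as positive lysis control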
# PGC1a acetyl inh: modulators of PGC1a acetylation; inhibition, % at 15.6 µM; U2OS PGC1a acetylation, AlphaScreen anti-acetyl-lysine; with virally co-expressed GCN5 acetyltransferase; 350,000 tested, 0.17% active;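 active means every replicate shows inhibition of at least 40%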;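 further: 0% = neutral control wells and 100% = positive control wells; some results beyond the cut were filed as inactive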
# miR122 inh: blocks miR-122 activity in Huh7 sensor cells; 340,000 tested, 0.3% active; Huh7 miR-122 Renilla luciferase sensor, 48 h; neutral wells = 0, positive control = 100; activation (reporter increase), % at 12.5 µM;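 active means mean replicate activation score at least 90 and every replicate individually at or above 90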;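 further: higher luciferase means less miR-122 activity so hits act as miR-122 inhibitors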
# ERAP1 inh: inhibitors of human ERAP1 aminopeptidase | AID 652197 | Q9NZ08 | recombinant ERAP1, Leu-AMC fluorescence, 60 min | 340,000 tested, 0.15% active | inhibition, % at 10.7 µM;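 active means mean replicate inhibition of at least 30%, or all replicates individually reaching that 30% level; inactive means mean below 30% and not every replicate reaching it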;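 further: 0% = neutral control wells and 100% = L-leucinethiol positive control wells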
# * hit, by the source's call; x = not tested or not shown; & = joins results of further samples; [ ] = remark or other dose.
1. O=C(C(=O)N1CCCC1CO)N1CCCC1CO (stereo not given)
2. Cc1cccc(C)c1NC(=O)CSc1n[nH]c(=O)n1C1CC1
3. CC1CCCC(C)N1C(=O)CSc1nc2ncnc(N)c2[nH]1 (stereo not given)
4. C[C@H](CO)N1C[C@H](C)[C@@H](CN(C)Cc2ccc(Oc3ccccc3)cc2)Oc2cc(Br)ccc2S1(=O)=O
5. CC(C)c1cccc(C(C)C)c1NC(=O)CN1CCCC1
6. CCn1cc(CNC(=O)c2ccc(C)s2)cn1
7. CCCCc1cc(=O)oc2cc(C)cc(OCC(=O)Nc3ccccn3)c12
8. O=C(Nc1ccc(F)cc1)N1C[C@@H]2[C@H](c3ccccc31)[C@H](CO)N2Cc1ccccc1Cl
9. COc1ccc(C(=O)N2CCOC2CNC(=O)C(=O)NCc2ccc(C)cc2)cc1 (stereo not given)
10. Cc1cc2cc(CNC(=O)Cc3ccc([N+](=O)[O-])cc3)ccc2[nH]1

Screen / compound no.,1,2,3,4,5,6,7,8,9,10
RAD54 branch,x,-12,8,4,4,x,0,3,4,0
RAD52 anneal inh,-13,-16,x,-3&-12,3,-12,-5,0,-16,-12
E-selectin induc,x,-1.2,x,0.7&-0.1,x,x,x,0.2,0.2,0.8
PglD DTNB,x,-5,1,-3,2,x,0,0,4,4
Cneo AK release,x,-1,0,5,5,x,-3,1,0,-1
PGC1a acetyl inh,-12,-1,9,-6&-42,7,-6,0,-6,x,7
miR122 inh,-2,-5,-3,-7,-4,4,2,11[16.7 µM],0,-21
ERAP1 inh,0,1,x,3&1,1,-2,1,1,-4,0

11. N#Cc1cnn2c(-c3cccc(C(F)(F)F)c3)ccnc12
12. COc1ccccc1Cc1c(-c2cccc(Cl)c2)nc2ccc(Br)cn12
13. Cc1nc(C)c(-c2csc(Nc3ccc(C(=O)O)c(O)c3)n2)s1
14. CCOc1cc(C2C(C#N)=C(N)SC(N)=C2C#N)ccc1OCCN1CCOCC1
15. COc1cc(CNCc2cccnc2)ccc1OCC(=O)NC(C)(C)C
16. O=C(NCC[C@@H]1CC[C@@H](NC(=O)c2cccnc2)[C@@H](CO)O1)Nc1ccc(Cl)cc1
17. CC(C)NC(=O)Nc1ccc2c(c1)CC(=O)N([C@@H](C)CO)C[C@H](C)[C@@H](CN(C)Cc1ccc3c(c1)OCO3)O2
18. Cc1cc(NC(=O)c2ccccc2Cl)ccc1NC(=O)c1ccccc1Cl
19. C[C@@H]1CN([C@H](C)CO)C(=O)c2cc(NS(=O)(=O)c3ccc(F)cc3)ccc2O[C@@H](C)CCCCO[C@H]1CN(C)S(=O)(=O)c1ccccc1
20. C[C@H](CO)N1C[C@H](C)[C@@H](CN(C)Cc2ccc3c(c2)OCO3)Oc2ccc(NC(=O)Cc3ccccc3)cc2CC1=O

Screen / compound no.,11,12,13,14,15,16,17,18,19,20
RAD54 branch,-1,-6,0,-12,x,4,-9,-3,x,-11
RAD52 anneal inh,-11,-20,-2,x,-18,16,3,-6,-8,20
E-selectin induc,-0.1,0.2,x,x,x,0.0,0.7,x,-0.3,0.2
PglD DTNB,4,1,x,-6,x,1,5,-6,x,-5
Cneo AK release,4,0,-3,1,x,7,2,0,x,-1
PGC1a acetyl inh,-5,3,x,6,9,-1,0,29,-1,-2
miR122 inh,-1,2,x,x,-4,x,9[16.7 µM],0,x,-1[16.7 µM]
ERAP1 inh,4,1,1,x,-2,-1,-2,-2,-1,-1

# One compound at a time, from the list above. Order of values: RAD54 branch | RAD52 anneal inh | E-selectin induc | PglD DTNB | Cneo AK release | PGC1a acetyl inh | miR122 inh | ERAP1 inh
# Cc1nc(C)c(-c2csc(Nc3ccc(C(=O)O)c(O)c3)n2)s1 reads 0 | -2 | x | x | -3 | x | x | 1
# C[C@H](CO)N1C[C@H](C)[C@@H](CN(C)Cc2ccc3c(c2)OCO3)Oc2ccc(NC(=O)Cc3ccccc3)cc2CC1=O reads -11 | 20 | 0.2 | -5 | -1 | -2 | -1[16.7 µM] | -1
# CC(C)NC(=O)Nc1ccc2c(c1)CC(=O)N([C@@H](C)CO)C[C@H](C)[C@@H](CN(C)Cc1ccc3c(c1)OCO3)O2 reads -9 | 3 | 0.7 | 5 | 2 | 0 | 9[16.7 µM] | -2
# CCOc1cc(C2C(C#N)=C(N)SC(N)=C2C#N)ccc1OCCN1CCOCC1 reads -12 | x | x | -6 | 1 | 6 | x | x
# N#Cc1cnn2c(-c3cccc(C(F)(F)F)c3)ccnc12 reads -1 | -11 | -0.1 | 4 | 4 | -5 | -1 | 4

# Further results
21. O=C(O)c1ccccc1NS(=O)(=O)c1ccc(N/N=C/c2cccc(O)c2O)c([N+](=O)[O-])c1
22. CC1CCCN(C(=O)C2COc3ccccc3O2)C1 (stereo not given)
23. CN(C(=O)c1ccc(NC(=O)Cc2ccc(NC(=O)C3CCN(S(=O)(=O)c4cccc([N+](=O)[O-])c4)CC3)cc2)cc1)C1CCCC1
24. COc1ccc(NC(=O)C2CCN(C(=O)c3ccccc3)CC2)c(OC)c1
25. COc1ccc(-c2cc(C(=O)NCc3cccnc3)no2)cc1
26. C[C@H](CO)N1C[C@H](C)[C@H](CN(C)S(=O)(=O)c2ccc(Cl)cc2)Oc2ccc(NC(=O)CCCN(C)C)cc2C1=O
27. CO/N=C(\C)c1ncc(C(F)(F)F)cc1N1CCOCC1
28. Cc1ccc(NC(=O)CSc2nc(N)cc(=O)[nH]2)cc1S(=O)(=O)N1CCCCC1
29. COc1ccc(S(=O)(=O)NCCCN2CCCC2=O)cc1OC
30. O=C(CC1CC2CCC1C2)NC1CCCCCCC1 (stereo not given)

Screen / compound no.,21,22,23,24,25,26,27,28,29,30
RAD54 branch,5,-3,2,-16,-3,17,-2,1,6,-6
RAD52 anneal inh,-17,-14,-34,-12,x,21,x,-14,-4,9
E-selectin induc,0.3,0.0,0.4,x,x,-0.7,x,0.1,-0.2,-0.1
PglD DTNB,6,1,0,2,1,4,3,1,5,3
Cneo AK release,0,0,2,1,-3,58,2,1,0,-5
PGC1a acetyl inh,9,0,x,12,7,7,-20,-2,x,10
miR122 inh,-3,3,x,-3,4,2[16.7 µM],1,5,7,7
ERAP1 inh,-1,-8,x,5,x,2,x,-1,-2,-1

31. C[C@H]1CCCCO[C@H](CN(C)Cc2ccc(Cl)c(Cl)c2)[C@@H](C)CN([C@@H](C)CO)C(=O)c2cc(NC(=O)NC3CCCCC3)ccc2O1
32. O=C(O)c1cnc(-c2ccccc2)nc1Sc1ccc(Cl)cc1
33. O=C(N/N=C/c1cccnc1)c1ccc(NC(=O)c2ccc(Cl)cc2)cc1
34. O=[N+]([O-])c1ccc(NCCNS(=O)(=O)c2ccccc2)c(C(F)(F)F)c1
35. Cc1ccc(OCc2nc(-c3ccc(-n4cccc4)cc3)no2)cc1C
36. CCc1ccc(-c2nc(-c3ccncc3)no2)cc1
37. CC(C)Cc1nc(Cl)c(C#N)c2c1CCC2
38. CCCn1c(=O)c2ccccc2n2c(SCCOc3ccc(Cl)cc3)nnc12
39. Cc1cc(NC(=O)CCNS(=O)(=O)c2cc(Br)cnc2N)ccc1Br
40. CCC(=O)N1[C@@H](CO)[C@H](c2ccccc2)C12CN(C(=O)c1cnccn1)C2

Screen / compound no.,31,32,33,34,35,36,37,38,39,40
RAD54 branch,7,4,1,2,-2,2,-14,8,2,x
RAD52 anneal inh,-18,x,-3,x,-10,x,-7,-3,x,-26
E-selectin induc,0.9,0.4,x,x,-1.1,x,-0.1,x,x,0.0
PglD DTNB,-2,-1,-1,2,-4,6,2,1,-3,x
Cneo AK release,-1,-1,0,0,1,-18,-1,-1,1,x
PGC1a acetyl inh,x,1,12,0,6,0,-1,0,5,6
miR122 inh,3[16.7 µM],-5,-3,1,0,-3,-7,x,15,x
ERAP1 inh,0,x,-5,x,5,x,5,2,x,2

# Brought forward from above: two compounds, followed by the next part.
39. Cc1cc(NC(=O)CCNS(=O)(=O)c2cc(Br)cnc2N)ccc1Br
40. CCC(=O)N1[C@@H](CO)[C@H](c2ccccc2)C12CN(C(=O)c1cnccn1)C2
41. CC1O[C@H](OC2C(COC3OC(CO)C(O)[C@H](O)C3O)OC(OC3CC[C@]4(C)C(CC[C@@]5(C)[C@@H]4C=C[C@]46OC[C@@]7(CCC(C)(C)C[C@H]74)C(O)C[C@@]56C)C3(C)C)C(O)C2O)C(O)C(O)C1O (stereo not given in full)
42. COc1ccccc1CCNC(=O)C(=O)NCC1OCCN1C(=O)c1ccc(Cl)cc1 (stereo not given)
43. CN1C(=O)c2cc(NC(=O)Nc3ccc(F)cc3)ccc2OC[C@H]2O[C@@H](CC(=O)NC3CCC3)CC[C@@H]21
44. CCOc1ccc(C(=O)NCC(=O)NNC(=O)CN(C)S(=O)(=O)c2ccc(Cl)cc2)cc1
45. CCC(=O)N1C[C@H](C)[C@@H](OC)CN(C)C(=O)c2cc(NC(=O)c3ccccc3)ccc2OC[C@@H]1C
46. COc1ccc(Nc2nc(C)nc3c2nnn3Cc2ccccc2)cc1OC
47. COc1cccc(S(=O)(=O)N(C)C[C@@H]2Oc3cc(C4=CCCC4)ccc3S(=O)(=O)N([C@H](C)CO)C[C@@H]2C)c1
48. Cc1nc(SCC(=O)NCCc2ccccc2)c2oc3ccccc3c2n1
49. CCOC(=O)Cc1csc(SCC(=O)Nc2nccs2)n1
50. CC(C)(C)c1ccc(SCCc2ccncc2)cc1
51. O=C(Nc1ccnn1C1CCN(Cc2ccccc2OCCO)CC1)c1cccc(F)c1
52. COc1ccccc1NS(=O)(=O)c1cccc(C(=O)N2CCCCCCC2)c1
53. CSc1ccc(CN2CCC(CO)(CCOc3ccccc3)CC2)cc1

Screen / compound no.,39,40,41,42,43,44,45,46,47,48,49,50,51,52,53
RAD54 branch,2,x,-9,-7,-6,3,8,7,3,-3,5,-3,3,-9,-17
RAD52 anneal inh,x,-26,-17,-11,-6,-11,4,x,-10,x,-4,-14,2,6,0
E-selectin induc,x,0.0,-0.3,-0.4,0.1,0.2,0.0,x,0.1,x,-0.2,x,x,-4.0,-0.1
PglD DTNB,-3,x,-6,3,2,1,14,2,1,1,4,1,-2,-2,10
Cneo AK release,1,x,0,-1,-2,0,-1,0,-10,2,1,-2,1,0,14
PGC1a acetyl inh,5,6,3,x,0,x,12,-1,-59,-14,x,1,x,1,-12
miR122 inh,15,x,0,x,15[16.7 µM],-2,-9[16.7 µM],-4,-33[16.7 µM],-1,0,2,7,x,7
ERAP1 inh,x,2,-5,2,-1,-7,-3,x,0,x,1,-2,-1,1,2
